# Compound activity from PubChem BioAssay.
# p53 reactivation: mutant p53 re-activation in reporter cells; H1299 p53-A138V BP100-luciferase reporter, luminescence, 24 h; Potency, µM (highest dose often 92.2 µM), without a hit: top-dose activity change, positive = activation, hits mostly activators; 320,000 compounds, 0.063% hits; note: potency is the fitted concentration of half-maximal effect; % of control where 0% means no effect; nearly all actives have a fitted effect of over 45% in size
#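 H1299 (p53-null), stable ts p53-A138V + BP100-Luc; 1000 cells/well, Opti-MEM/10% FBS; cpd 4 pt, 1:5; 24 h, 37 deg C, 5% CO2; detection reagent 10 min RT; luminescence.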
# BRCA1 expr up: increases BRCA1 expression; MCF7-BRCA1-FFLuc reporter, luminescence, 48 h; response scale: scaled: vehicle 0%, 10 µM genistein 100%; Potency, µM (doses to about 46.1 µM), without a hit: at the top dose activation, usual class: activators; 380,000 compounds, 1.1% hits; note: potency is the fitted concentration of half-maximal effect; nearly all actives have a fitted effect of over 80% in size; some results filed as inactive show a strong effect at the top dose
#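 48 h compound treatment of MCF7-BRCA1-FFLuc cells (phenol-red free MEM, 37 °C), then 15 min with luciferase substrate and luminescence imaging.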
# a7 integrin act: activates integrin-mediated alleviation for muscular dystrophy; alpha7betagal myoblasts, beta-gal FDG fluorescence, 48 h; Potency, µM (top dose mostly 38.3 µM), for the others: at the top dose activation, most hits filed as activators; 350,000 compounds, 0.064% hits; AID 624291;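 note: potency is the fitted concentration of half-maximal effect; 100% = response of the positive control SU9516; nearly all actives have a fitted effect of over 60% in size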
#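 alpha7betagal+/- myoblasts (passage 13, 250/well) treated 48 h at 37C with compounds at 1:260 dilution of DMSO stock. Lysed, then beta-galactosidase activity read as FDG fluorescence (ex 480/em 540) after 30 min, with pre-read for autofluorescence.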
# S-ASM inh: human S-ASM enzyme inhibition; P17405; placental ASM, HMU-PC fluorogenic substrate, 60 min; 340,000 compounds, 0.006% hits; Potency, µM (series often up to 57.5 µM), without a hit: at the highest dose activity change, negative = inhibition, most hits filed as inhibitors; note: potency is the fitted concentration of half-maximal effect
#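 Human placenta-derived ASM enzyme was preincubated with compound for 10 minutes at room temperature, then given fluorogenic substrate HMU-PC0 (9 uM final) for 60 minutes at 37 °C; a pH 10 stop preceded fluorescence reading at Ex 386/Em 447 nm.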
# USP2a inh: blocks human ubiquitin-specific protease USP2a; 330,000 compounds, 0.01% hits; O75604; USP2 core, Ub-CHOP2 coupled fluorogenic reporter, 485/531; Potency, µM (doses to about 38.3 µM), for the others: at the top dose activity change, negative = inhibition, actives largely listed as inhibitors; AID 463254;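 note: potency is the fitted concentration of half-maximal effect; plate controls were DMSO wells for no effect and full inhibition by NEM control for full effect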
#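 USP2 core (10nM final) preincubated 30min RT with compound in 20mM Tris-HCl pH 8.0, 2mM CaCl2, 2mM beta-mercaptoethanol, 0.05% CHAPS; 25nM Ub-CHOP2 plus 25nM reporter substrate added, fluorescence (Ex485/Em531) read after 60min.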
# ELG1 genotox: induces genotoxicity in HEK293T cells with luciferase-tagged ELG1; 330,000 compounds, 1.3% hits; HEK293T ELG1-luciferase reporter, luminescence, 16 h; Potency, µM (doses to about 46 µM), for the others: at the top dose activity change, positive = activation, most hits filed as activators; AID 504466; note: potency is the fitted concentration of half-maximal effect; % of control where 0% means no effect; nearly all actives have a fitted effect of over 60% in size
#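 16 hr compound incubation (37 °C, 5% CO2) of HEK293T cells carrying luciferase-tagged ELG1; luciferase then measured by ONE-Glo luminescence after 30 min at RT.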
# TRPV1 agonist: activates the human vanilloid receptor TRPV1 | Q8NER1 | TRPV1-expressing cells, Fluo-8 calcium influx, agonist mode | activation, % at 8.33 µM | 320,000 compounds, 0.19% hits; in the data active = activation above about 80%; inconclusive = between about 30% and that limit; note: 0% is about no effect
#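 TRPV1-expressing cells were cultured overnight at 35.5C and loaded with Fluo-8 calcium dye for 40 to 90 min at room temperature. After a 10 s baseline, compound was added and calcium influx was read kinetically for 3 min (ex 480/em 520 nm).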
# Eya2 phos inh: blocks the phosphatase activity of human Eya2; O00167; recombinant Eya2, OMFP fluorescence dephosphorylation (OMFP is methylfluorescein phosphate); Potency, µM (highest dose often 76.9 µM), inactives show top-dose activity, negative = inhibition, hits mostly inhibitors; 330,000 compounds, 0.006% hits; note: potency is the fitted concentration of half-maximal effect; % is set by controls: 0 for no effect and ±100 for the full control effect
# Target sequence (O00167 whole entry, looked up): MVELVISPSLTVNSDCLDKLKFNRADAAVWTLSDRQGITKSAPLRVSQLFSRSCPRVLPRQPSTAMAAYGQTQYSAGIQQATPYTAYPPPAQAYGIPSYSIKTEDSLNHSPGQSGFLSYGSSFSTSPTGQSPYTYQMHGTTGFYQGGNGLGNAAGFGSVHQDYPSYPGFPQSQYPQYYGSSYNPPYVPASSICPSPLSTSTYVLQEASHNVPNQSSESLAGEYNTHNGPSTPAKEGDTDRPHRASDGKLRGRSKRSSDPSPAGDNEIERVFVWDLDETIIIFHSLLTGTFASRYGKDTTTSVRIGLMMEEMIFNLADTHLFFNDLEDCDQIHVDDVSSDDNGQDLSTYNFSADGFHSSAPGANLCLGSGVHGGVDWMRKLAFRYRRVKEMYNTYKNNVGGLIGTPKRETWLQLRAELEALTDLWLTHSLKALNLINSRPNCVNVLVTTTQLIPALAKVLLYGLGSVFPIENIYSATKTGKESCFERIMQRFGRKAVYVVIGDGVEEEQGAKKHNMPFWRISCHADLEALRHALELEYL
#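 Eya2 protein (added as 0.2 uM solution) was preincubated with compound for 10 min at ambient temperature in 50 mM HEPES pH 7.5, 50 mM NaCl, 5 uM MgCl2, 0.05% BSA, 1 mM DTT. OMFP (added at 50 uM) then reacted 10 min; fluorescence read at 485/525 nm.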
# B2AR arrestin: beta2AR (human) beta-arrestin recruitment activity | AID 492947 | Potency, µM (highest dose often 46.1 µM), without a hit: at the top dose activation, actives largely listed as activators | 330,000 compounds, 0.02% hits | beta-arrestin recruitment to beta2AR, cell-based reporter | P07550;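 note: potency is the fitted concentration of half-maximal effect; 0% = DMSO controls and full agonism = EC100 isoproterenol or metaproterenol; nearly all actives have a fitted effect of over 65% in size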
# uPA surface inh: cell surface uPA generation inhibition. 330,000 compounds, 0.31% hits. cell surface uPA generation assay, qHTS. Potency, µM (series often up to 38.3 µM), inactives show at the top dose activity change, negative = inhibition, actives largely listed as inhibitors; active = well fitted inhibition curve with a large enough effect; inconclusive = small, poorly fitted or top-dose-only effect; inactive = no such curve, though single readings can be large or run the other way; tested in mouse RAW 264.7 cells; note: potency is the fitted concentration of half-maximal effect; % is set by controls: 0 for no effect and ±100 for the full control effect; nearly all actives have a fitted effect of over 55% in size
# TSG101-PTAP inh: blocks PTAP/TSG101 interaction to inhibit HIV-1 budding; Fluorescence polarization, FITC-PTAP peptide / Tsg101 binding; Potency, µM (highest dose often 115 µM), for the others: at the top dose activity change, negative = inhibition, actives largely listed as inhibitors; 340,000 tested, under 10 active; AID 493005; active = well fitted inhibition curve with a large enough effect in the main read-out, with a control signal flat, not every such curve was filed as active; inconclusive = small, poorly fitted or top-dose-only effect, or effect the other way, or a change in a side signal; inactive = no such curve, though single readings can be large or run the other way; note: potency is the fitted concentration of half-maximal effect; % of control where 0% means no effect
# Target sequence (Q99816 whole entry, looked up): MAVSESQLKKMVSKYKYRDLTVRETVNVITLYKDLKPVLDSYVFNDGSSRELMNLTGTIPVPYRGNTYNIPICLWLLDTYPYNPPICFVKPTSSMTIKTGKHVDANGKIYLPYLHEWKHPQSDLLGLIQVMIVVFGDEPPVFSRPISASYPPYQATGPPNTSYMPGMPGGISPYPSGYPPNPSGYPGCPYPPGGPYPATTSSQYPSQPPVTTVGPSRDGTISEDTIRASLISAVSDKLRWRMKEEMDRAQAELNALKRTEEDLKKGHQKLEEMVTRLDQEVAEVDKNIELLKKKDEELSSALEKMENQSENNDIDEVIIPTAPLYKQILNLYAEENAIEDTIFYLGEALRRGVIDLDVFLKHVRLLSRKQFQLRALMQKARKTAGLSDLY
#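 Compounds were pin-transferred onto Tsg101 binding domain (10 uM final) in HEPES pH 7.5 buffer, then FITC-PTAP peptide was added at 50 nM final. After 20 min at RT, polarization reported peptide displacement across a qHTS concentration series.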
# * hit, by the source's call; i = inactive; ? = inconclusive; . = not tested or not shown; [ ] = remark or other dose. Unless noted, calls come from the whole dose curve; as a rule, active = well fitted curve in the direction sought with a large enough effect; inconclusive = small, poorly fitted or top-dose-only effect, or another doubt; inactive = no such curve, though single readings can be large; an effect the other way counts as inactive or inconclusive.
canonical_smiles	p53 reactivation	BRCA1 expr up	a7 integrin act	S-ASM inh	USP2a inh	ELG1 genotox	TRPV1 agonist	Eya2 phos inh	B2AR arrestin	uPA surface inh	TSG101-PTAP inh
Nc1cccnc1Sc1ccc(Cl)cc1	5%	4%[1.84 µM]	4%	-1%	2%	0%	0	-15%	0.1%	1%	-9%
CN(C)c1cc[n+](CC[n+]2ccc(N(C)C)cc2)cc1	-3%	-25%	13%	0%	1%	1%	4	4%	0.2%	5%	2%
COc1cc(S(=O)(=O)n2nc(C)cc2C)ccc1Cl	.	-19%	16%	0%	5%	0%	-2	5%	-0.5%	2%	-3%
COC(=O)c1ccc(COc2ncnc3sccc23)cc1	6%	-3%	-33%	0%	-1%	11%	0	15%	0.0%	-12%	0%
O=C(c1cccc(F)c1)N1CCCC(C(=O)N2CCCCC2)C1 (stereo not drawn)	-1%	-4%	?	3%	3%	-2%	26	-10%	-0.2%	-5%	-8%
COc1cccc(NC(=O)Nc2cc(C(=O)NCC3CCCO3)ccc2N2CC3CC(C2)c2cccc(=O)n2C3)c1 (stereo not drawn)	-7%	-23%	-1%	3%	7%	0%	1	-2%	0.6%	-11%	-4%
CCOc1ccccc1N=NC1C(=O)N(C(N)=S)N=C1C (stereo not drawn)	-2%	-41%	?	-3%	4%	-16%	-10	-5%	1.1µM*	?	1%
COc1ccc(NC(=O)C2=CC(c3cccs3)=NS(=O)(=O)N2C)cc1	.	0%	0%	-10%	10%	2%	-1	9%	-0.2%	14%	-5%
Cc1ccc2nc(C3CCN(CC(=O)N4CCCCCC4)CC3)[nH]c2c1	-4%	-4%	-9%	0%	0%	0%	-2	12%	0.0%	.	-5%
CCOc1ccc(OCC)c(NC(=O)CN(C)S(=O)(=O)c2cccc3nsnc23)c1	-18%	-3%	-6%	1%	-1%	-12%	-3	1%	-0.5%	-7%	-1%
COc1ccccc1N1CCN(CCC(=O)Nc2ccc(F)cc2)CC1	.	-6%	17%	0%	2%	0%	4	3%	-0.9%	-23%	-10%
O=C(CN1C(=O)NC2(CCCC2)C1=O)N1CCN(c2ccccc2Cl)CC1	3%	32%	-4%	1%	0%	?	-3	5%	-1.6%	17%	1%
CC(/C=N/NC(=O)c1ccccc1F)=C\c1ccccc1	?	?	-10%	3%	-1%	?	?	-5%	3.0%	?	0%
COc1ccc(CN2CCN(S(=O)(=O)c3ccc(NC(C)=O)cc3)CC2)c(OC)c1OC	0%	6%	4%	6%	3%	-2%	-1	3%	-0.7%	-3%	-2%
Cc1ccc(Oc2cc([N+](=O)[O-])cc3c2C(=O)Nc2ccccc2O3)cc1	7%	-61%	0%	-20%	5%	9%	5	-7%	0.2%	-4%	?
O=C1OC(c2ccc(O)cc2)(c2ccccc2O)c2ccccc21 (stereo not drawn)	.	-23%	0%	3%	.	.	.	.	.	3%	-2%

# Entries above marked active in B2AR arrestin.
smiles	p53 reactivation	BRCA1 expr up	a7 integrin act	S-ASM inh	USP2a inh	TRPV1 agonist	Eya2 phos inh	B2AR arrestin	uPA surface inh	TSG101-PTAP inh
CCOc1ccccc1N=NC1C(=O)N(C(N)=S)N=C1C (stereo not drawn)	-2%	-41%	?	-3%	4%	-10	-5%	1.1µM*	?	1%

# (cont.)
canonical_smiles	p53 reactivation	BRCA1 expr up	a7 integrin act	S-ASM inh	USP2a inh	ELG1 genotox	TRPV1 agonist	Eya2 phos inh	B2AR arrestin	uPA surface inh	TSG101-PTAP inh
O=C(Nc1ccnn1C1CCN(Cc2ccccc2)CC1)c1ccccc1Cl	13%	12%	?	3%	2%	2%	3	-12%	3.7%	-1%	-9%
CC(=O)c1cccc(NC(=S)NCCC2=CCCCC2)c1	?	0%	-52%[inhibitor]	-1%	-2%	18%	?	5%	-0.1%	-2%	1%
Cc1cc(OCC(O)CNC(C)(C)C)ccc1Cl (stereo not drawn)	1%	-17%	-61%[inhibitor]	8%	1%	-6%	-5	-3%	-0.3%	-1%	-2%
Cn1c(CC(=O)Nc2ccc(F)cc2)nnc1SCC(=O)NC1CCCCC1	0%	15%	-2%	2%	-1%	4%	-2	-5%	0.0%	-1%	0%
NC(=O)c1ccc(-c2csnn2)cc1	-4%	16%	37%	-4%	1%	-2%	-4	-1%	0.1%	-4%	1%
Cn1c(N2CCN(C(=O)C34CC5CC(CC(C5)C3)C4)CC2)nc2ccccc21	4%	.	.	.	-2%	-3%	4	-7%	-0.9%	.	.
CCn1cc([N+](=O)[O-])c(C(=O)Nc2cc(C)on2)n1	.	14%	23%	4%	.	.	4	.	.	-1%	-4%
Cc1ccc2c([N+](=O)[O-])cccc2n1	3%	-14%	13%	5%	1%	0%	-8	20%	-2.2%	1%	-4%
COc1ccc(Cc2nc3ccc(C(=O)N(C)CCn4ccnc4)cc3o2)cc1OC	?	?	4%	2%	1%	0%[9.26 µM]	-15	0%	-0.8%	9%	-2%
O=C(CSc1ncn[nH]1)Nc1nc(-c2cccc([N+](=O)[O-])c2)cs1	13%	4%	?	0%	4%	-7%	?	4%	6.0%	-9%	-4%
Cc1onc(-c2c(Cl)cccc2Cl)c1C(=O)N1CCSCC1	1%	-5%	-30%	0%	1%	-1%	10	12%	-0.5%	4%	0%
CC1CCN(c2nc(CN3CCCCC3)nc3scc(-c4ccccc4)c23)CC1	-4%	-71%	-32%	-1%	-1%	-7%	14	-1%	0.4%	-3%	-1%
COc1cc(C(F)(F)F)c(C(=O)NCc2cccc(Cl)c2)cn1	-4%	4%	0%	-1%	11%	-2%	-1	12%	-0.5%	-1%	1%
Cc1cc(C)n2nc(Sc3ncccc3[N+](=O)[O-])nc2n1	4%	-8%	-48%[inhibitor]	2%	4%	-3%	-8	7%	0.0%	13%	1%
CCOCCCNC(=O)C(NC(=O)c1ccc(NC(C)=O)cc1)c1ccc(C)cc1 (stereo not drawn)	-11%	22%	3%	-2%	2%	4%	-2	-8%	2.5%	0%	0%
COc1ccc(CCNC(=O)Cn2c([N+](=O)[O-])cnc2C)cc1OC	-2%	-1%	?	6%	-2%	0%	1	3%	0.0%	2%	0%
CCOc1ccc(NC(=O)Nc2cccnc2)cc1	5%	?	18%	0%	11%	?	?	1%	-0.9%	-8%	-10%
Cc1ccc(S(=O)(=O)NC(=O)c2ccc(-c3ccc(-c4ccccc4)cc3)o2)c(C)c1	5%	.	.	.	0%	3%	-5	0%	0.2%	.	.
CCOc1ccc(CN2CCN(Cc3c(C)nn(CC)c3C)CC2CCO)cc1 (stereo not drawn)	9%	16%	0%	5%	-2%	0%	3	8%	-1.5%	0%	-6%
Cc1ccc(SCC(=O)Nc2nncs2)cc1	.	-9%	-3%	3%	.	.	.	.	.	9%	1%
COc1ccc(CNC(=O)CCS(=O)(=O)c2ccc(Br)cc2)cc1	23%	4%	11%	-1%	1%	6%	0	2%	-0.9%	7%	-1%
O=C(CC(CC(=O)c1ccccc1)c1ccccn1)c1ccccc1	.	12%	20%	0%	.	.	.	.	.	-2%	-6%
O=C(CCNS(=O)(=O)c1cccc2nsnc12)NCc1cccs1	-2%	6%	-5%	-3%	4%	-3%	2	-23%	0.0%	-1%	-1%
Cc1ccc2c(Cl)c(C(=O)N/N=C/c3cccn3C)sc2c1	?	1%	3%	7%	-2%	?	?	-3%	-0.2%	-5%	3%
O=C1C(c2ccc(F)cc2)N(CC2COc3ccccc3O2)C(=O)CN1C1CCCCC1 (stereo not drawn)	-11%	-36%	-4%	-4%	-2%	-4%	2	-4%	0.1%	.	-10%
CC/C(C)=N/Oc1nc(C)cc(C)n1	2%	5%	40%	5%	-2%	-1%	2	-1%	0.2%	8%	-4%
CC(=O)Oc1ccc2c3c(c(=O)oc2c1)CCCC3	.	18%	?	i	2%	3%	-3	-2%	0.1%	20%	-6%
CCOC(=O)CC(NC(=O)c1cccc2c1C(=O)N(Cc1cccnc1)C2)c1ccc(OCC)c(OC)c1 (stereo not drawn)	-2%	-3%	3%	3%	-2%	-1%	-1	6%	-0.1%	-2%	3%
COc1cc(C(=O)NCC(C)C)c([N+](=O)[O-])cc1OC	-6%	0%	-16%	0%	2%	-1%	6	3%	-0.2%	.	-1%
COc1ccccc1OCC(=O)N1CCN(S(=O)(=O)c2ccc(Cl)cc2)CC1	2%	5%	17%	3%	-1%	-1%	1	20%	-0.7%	-2%	1%
CN(Cc1ccccc1F)C(=O)c1cccc(NC(=O)CC2SC(N3CCCCC3)=NC2=O)c1 (stereo not drawn)	.	-29%	-62%[inhibitor]	10%	.	.	.	.	.	-4%	-9%
